Bioassay records as filed in PubChem BioAssay.
GAA glycogen mod: qHTS Assay for Inhibitors and Activators of Human alpha-Glucosidase Cleavage of Glycogen. Lysosomal alpha-glucosidase (Homo sapiens), P10253. recombinant GAA, glycogen substrate, Amplex Red glucose oxidase fluorescence. Potency, µM (highest dose often 76.4 µM), without a hit: at the top dose activity change, negative = inhibition, usual class: inhibitors. 300,000 compounds, 0.38% hits;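 further: 0% = full enzyme reaction and -100% = no-enzyme basal signal; the screen sought inhibitors and activators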
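Recombinant enzyme (4 nM final) with compounds titrated up to 77 uM and bovine liver glycogen (30 ug) in citrate pH 5.0, 0.01% Tween-20, 37 C 40 min. Released glucose detected by Amplex Red/glucose oxidase (Ex 573/Em 610); AC50 from Hill fits.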
aGlu spleen mod: qHTS Assay for Inhibitors and Activators of Human alpha-Glucosidase From Spleen Homogenate. human spleen homogenate, 4-MU-alpha-glucoside fluorescence. Potency, µM (titrated, usually from 79.9 µM), inactives show top-dose activity change, negative = inhibition, actives largely listed as inhibitors. 240,000 compounds, 0.006% hits. AID 2112, 2009;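 further: 0% = enzyme with vehicle and -100% = no enzyme basal signal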
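Human spleen homogenate (1 ug) with 4-methylumbelliferyl-alpha-D-glucopyranoside (1 mM final) in 50 mM citrate/phosphate pH 5.0, 0.01% Tween-20; 40 min at 37 C. Stopped at pH 10; 4-MU fluorescence Ex 365/Em 440 nm; AC50 by Hill fit.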
ALDH1A1 block: qHTS Assay for Inhibitors of Aldehyde Dehydrogenase 1 (ALDH1A1); Aldehyde dehydrogenase 1A1 (Homo sapiens), P00352; Purified ALDH1A1, NADH fluorescence, propionaldehyde substrate; Potency, µM (titrated, usually from 75.3 µM), for the others: at the highest dose activity, negative = inhibition, hits mostly inhibitors; 220,000 compounds, 7.3% hits; active means well fitted inhibition curve with a large enough effect, not every such curve was filed as active; inconclusive means small, poorly fitted or top-dose-only effect, or another doubt; inactive means no such curve, though single readings can be large or run the other way;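 further: plate controls were no enzyme wells and a reference inhibitor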
Target sequence (P00352 whole entry, looked up): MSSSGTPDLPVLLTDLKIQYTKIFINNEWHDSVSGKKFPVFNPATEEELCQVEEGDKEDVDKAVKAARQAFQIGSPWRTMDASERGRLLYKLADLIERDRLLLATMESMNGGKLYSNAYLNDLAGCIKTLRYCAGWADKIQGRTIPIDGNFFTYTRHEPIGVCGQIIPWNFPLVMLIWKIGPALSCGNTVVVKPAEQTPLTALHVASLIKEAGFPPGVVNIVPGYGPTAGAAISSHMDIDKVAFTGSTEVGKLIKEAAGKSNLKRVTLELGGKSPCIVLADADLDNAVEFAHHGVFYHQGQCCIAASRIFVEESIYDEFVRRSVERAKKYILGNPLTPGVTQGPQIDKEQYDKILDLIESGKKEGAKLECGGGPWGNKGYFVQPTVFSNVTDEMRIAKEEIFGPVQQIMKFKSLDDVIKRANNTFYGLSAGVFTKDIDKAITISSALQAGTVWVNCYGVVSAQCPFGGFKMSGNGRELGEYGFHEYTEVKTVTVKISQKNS
GLA spleen mod: qHTS Assay for Inhibitors and Activators of Human alpha-Galactosidase From Spleen Homogenate | Alpha-galactosidase A (Homo sapiens), P06280 | human spleen homogenate, 4MU-alpha-Gal fluorescence, 40 min | Potency, µM (series often up to 80 µM), for the others: at the highest dose activity change, negative = inhibition, hits mostly inhibitors | 240,000 compounds, 0.008% hits | AID 2107, 2009;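 further: 0% = enzyme with vehicle and -100% = no enzyme basal signal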
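Inhibition or activation of alpha-galactosidase in human spleen homogenate is scored by 4-MU fluorescence after 40 min at 37C, pH 5.0, with 1 mM substrate. AC50s come from concentration-response fitted to the Hill equation.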
GAA inhib: qHTS Assay for Inhibitors of Human alpha-Glucosidase as a Potential Chaperone Treatment of Pompe Disease; Potency, µM (highest dose often 76.9 µM), for inactives: top-dose activity change, negative = inhibition, actives largely listed as inhibitors; 200,000 compounds, 0.005% hits; purified human GAA, 4-MU-alpha-glucoside fluorescence; Lysosomal alpha-glucosidase (Homo sapiens), P10253;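 further: plate controls were uninhibited enzyme wells for no effect and no-enzyme background for full effect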
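Fluorescence at Ex 365/Em 440 nm from 4-methylumbelliferone reported enzyme activity after 20 min at room temperature. Reactions used 4 nM enzyme and 400 uM substrate at pH 5.0; curves fitted with the Hill equation.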
SMN2 splice up: qHTS Assay for Enhancers of SMN2 Splice Variant Expression | HEK293 SMN2-luciferase splicing reporter, luminescence, 30-36 h | Potency, µM (doses to about 46.1 µM), inactives show at the top dose activity change, positive = activation, actives largely listed as activators | 210,000 compounds, 2.8% hits | AID 1458, 2008; further: % of control where 0% means no effect; nearly all actives have a fitted effect of over 55% in size
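qHTS luciferase splicing reporter: luminescence rises when SMN2 exon 7 is included in transfected HEK293 cells. Compound exposure lasted 30-36 h at 37C, with 4.5 mM final sodium butyrate as control, followed by a ONE-Glo read.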
JMJD2E inh: qHTS Assay for Inhibitors of Human Jumonji Domain Containing 2E (JMJD2E). Potency, µM (doses to about 57.1 µM), inactives show top-dose activity change, negative = inhibition, hits mostly inhibitors. 230,000 compounds, 1.6% hits. Lysine-specific demethylase 4E (Homo sapiens), B2RXH2. JMJD2E catalytic domain, FDH-coupled NADH fluorescence (FDH is formaldehyde dehydrogenase); active means well fitted inhibition curve with a large enough effect, not every such curve was filed as active; inconclusive means small, poorly fitted or top-dose-only effect, or another doubt; inactive means no such curve, though single readings can be large or run the other way;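 further: 0% = wells with enzyme and -100% = buffer wells without enzyme; nearly all actives have a fitted effect of over 50% in size; many of its hits are not listed in these tables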
RGS12 GoLoco inh: qHTS Assay for Inhibitors of RGS12 GoLoco Motif Activity (Red Fluorophore). Guanine nucleotide-binding protein G(i) subunit alpha-1 (Homo sapiens), P63096. Gai1:RGS12 GoLoco peptide FP, rhodamine, 10 min. Potency, µM (series often up to 61.6 µM), for the others: top-dose activity, negative = inhibition, most hits filed as inhibitors. 230,000 compounds, 0.44% hits. AID 880, 2007; active means well fitted inhibition curve with a large enough effect, not every such curve was filed as active; inactive means no such curve, though single readings can be large or run the other way; further: on the % scale 0 is the no-effect control and ±100 the full control effect; nearly all actives have a fitted effect of over 30% in size; many of its hits are not listed in these tables
Target sequence (P63096 whole entry, looked up): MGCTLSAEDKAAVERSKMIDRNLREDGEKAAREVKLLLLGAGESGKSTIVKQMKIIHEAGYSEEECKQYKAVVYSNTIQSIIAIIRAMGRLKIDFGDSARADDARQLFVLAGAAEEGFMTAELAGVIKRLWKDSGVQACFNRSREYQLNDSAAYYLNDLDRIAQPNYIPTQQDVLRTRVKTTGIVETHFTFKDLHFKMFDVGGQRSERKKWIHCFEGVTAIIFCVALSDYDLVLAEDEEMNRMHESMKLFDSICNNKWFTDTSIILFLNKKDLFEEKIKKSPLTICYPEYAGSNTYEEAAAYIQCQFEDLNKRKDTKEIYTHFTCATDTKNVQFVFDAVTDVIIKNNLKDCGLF
An asterisk follows results filed as active; i = inactive; ? = inconclusive; / = not tested or not shown; & = joins results of further samples; [ ] = another dose, or the depositor's remark. Unless noted, the call rests on the fitted dose curve; in most records, active means well fitted curve in the direction sought with a large enough effect; inconclusive means small, poorly fitted or top-dose-only effect, or another doubt; inactive means no such curve, though single readings can be large; an effect the other way counts as inactive or inconclusive. Potency means the concentration at half of the fitted maximal effect.

Every second line gives: aGlu spleen mod, RGS12 GoLoco inh, ALDH1A1 block, GAA inhib, JMJD2E inh, GAA glycogen mod, GLA spleen mod, SMN2 splice up
1) CCCN1CCO[C@@H]2c3cc(O)ccc3OC[C@@H]21
    1%, 3%, ?, /, ?, /, -15%, /
2) CCN(CCNc1ccc([N+](=O)[O-])c2cccnc12)S(=O)(=O)c1ccc(Cl)cc1
    -3%, 0%, 2.8µM*, -4%, 6%, -2%, -2%, -23%
3) C[C@H]1CCCC(=O)CCC/C=C/c2cc(O)cc(O)c2C(=O)O1
    3%&3%&5%, 7%&-18%&-21%, 14µM*, ?, -28%, -2%, 6%&4%&3%, -58%&-23%&-117%[inhibitor]
4) COc1ccc(/C=C/c2cc(O)cc(O)c2)cc1
    -1%, 13%, 11%, /, ?, /, -7%, 3%
5) CCc1cccc(CC)c1N(COC)C(=O)CCl
    -3%&6%, -2%&7%, 3%&4%, /, 0%, /, -3%&1%, -7%&-10%
6) CC1(C)C2([N+](=O)[O-])CN3CC1([N+](=O)[O-])CN(C2)C3c1ccccn1 (stereo not given)
    -8%, 6%, /, /, 4%, -1%, -9%, /
7) Cc1[nH]c2ccccc2c1C(=O)C(=O)N1CCC2(CC1)OCCO2
    -5%, -2%, -3%, 3%, 8%, -9%, -8%, -21%
8) COP(=O)(OC)[C@@H](O)C(Cl)(Cl)Cl
    -13%[29.1 µM], -16%[21.6 µM], 7%[20.9 µM], /, 2%[25.5 µM], /, -3%[29.1 µM], 7%[20.6 µM]
9) CCOC(=O)c1sc(=NC(=O)c2ccc(C)c(C)c2)n(C)c1C
    -6%, -5%, 7%, 15%, ?, 3%, -1%, -42%[inhibitor]
10) Cc1cccc(N2CCN(CCc3ccccc3)CC2)c1C
    -4%, -9%, ?, -6%, -1%, 7%, -5%, -14%
11) Cc1onc(-c2ccccc2)c1C(=O)Nc1ccc(S(=O)(=O)N2CCCC2)cc1
    2%, 10%, ?, -2%, ?, 14µM*, 4%, /
12) COc1ccc(C(C)=O)cc1CC(C(=O)c1ccc(Br)cc1)N(C)C (stereo not given)
    -15%, -9%, -9%, -3%, 4%, -2%, 1%, -6%
13) COc1ccc(-n2c(C)cc(C(=O)C[N+]34CCN(CC3)CC4)c2C)cc1
    -8%, -19%, 0%, 11%, 22µM*, 11%, ?, -10%
14) O=C(O)C1C2CCC(O2)C1C(=O)O (stereo not given)
    -8%, 11%, 9%, /, ?, /, 6%, -5%
15) COc1ccc(F)cc1C(=O)C1CCCN(Cc2cnc(C)s2)C1 (stereo not given)
    -2%, 2%, 6%, /, ?, 6%, -3%, /
16) COc1cccc(C2CC3C(=O)C=CC2N3Cc2ccccc2)c1 (stereo not given)
    1%, 7%, -10%, -3%, -25%, -9%, 5%, -17%
17) O=C(c1ccc(CS(=O)(=O)c2ccccc2)o1)N1CCC2(CC1)OCCO2
    -6%, -13%, 22µM*, 3%, -1%, -19%, 34%, -8%
18) CN1C2CCC1CC(OC(=O)c1ccc([N+](=O)[O-])cc1)C2 (stereo not given)
    -2%, 5%, 9%, -20%, 20%, 0%, 5%, -7%
19) COc1cc2c(cc1OC)[C@H](C)NCC2
    4%[29.1 µM], 8%[21.6 µM], 3%[20.9 µM], /, 0%[25.5 µM], /, 3%[29.1 µM], 1%[20.6 µM]
20) O=c1[nH]c(=O)n(C2CCCCCC2)c(O)c1C=NCC1CCCO1 (stereo not given)
    2%, 1%, 1%, 1%, 8%, 5%, 3%, 6%
21) O=[N+]([O-])c1ccc2nc(N3CCNCC3)ccc2c1
    -2%&0%, 7%&8%, 25µM*, /, -4%, /, 10%&-5%, -10%&-5%
22) O=C(O)c1ccc2c(c1)OCO2
    -6%, 8%, ?, /, -2%, /, 1%, -21%
23) O=C1NC(=O)C(=Cc2cc([N+](=O)[O-])ccc2N2CCCCC2)C(=O)N1
    -6%, -2%, -8%, -9%, 1%, -18%, -3%, 1%
24) CCOC(=O)CC(SP(=O)(OC)OC)C(=O)OCC (stereo not given)
    3%, -25%, 11µM*, /, /, /, 9%, -4%
25) Cc1cc(C)nc(N/N=C/C2=C(O)CC(c3ccccc3)CC2=O)n1 (stereo not given)
    -3%, 11%, /, /, ?, ?, -2%, /
26) COC1=CC2C3Cc4ccc(OC)c(O)c4[C@]2(CCN3C)CC1=O (stereo not given in full)
    -6%, 1%, 4%, /, 0%, /, -4%, 4%
27) CCCCc1nc2ccccc2c(=O)n1-c1ccc(O)cc1
    -3%, -9%, -6%, -6%, 4%, 1%, -3%, -18%
28) O=c1[nH]c(=S)[nH]c(O)c1N=Nc1cccc(S(=O)(=O)N2CCOCC2)c1
    -12%, 5%, /, /, -4%, -7%, -15%, /
29) COC(=O)CN1C(=O)C2(C(C(=O)OC)=C(N)Oc3ccccc32)C2=C1CC(C)(C)CC2=O (stereo not given)
    0%, -7%, 1µM*, -8%, -14%, 12%, 3%, 15%
30) CCOc1ccccc1N1CCN(Cc2cccc(OC)c2OC)CC1
    14%, -21%, ?, -8%, ?, -6%, 13%, -8%
31) Clc1ccccc1CN1CCN(c2ccccc2Cl)CC1
    -1%, 0%, ?, -7%, ?, 1%, -3%, -2%
32) c1cc2c(cc1C1OC[C@@H]3C(c4ccc5c(c4)OCO5)OCC13)OCO2 (stereo not given in full)
    -1%, 0%, 4%, /, 2%, /, -14%, -43%[inhibitor]
33) Fc1ccc(CCNCc2cccc(Cl)c2)cc1
    -13%, -16%, 10%, -1%, -3%, 4%, 1%, -5%
34) O=C1CC(N2CCC(n3c(=O)[nH]c4ccccc43)CC2)C(=O)N1Cc1ccccc1 (stereo not given)
    -4%, -28%, ?, -3%, -3%, -17%, 1%, 20%
35) NCCCC(=O)OC1N=C(c2ccccc2Cl)c2cc(Br)ccc2NC1=O (stereo not given)
    5%, 7%, 3%, 1%, 4%, -12%, 0%, -20%
36) NC(=O)c1ccc(C(=O)Nc2ccc([As](=O)(O)O)cc2)cc1
    3%, 7%[14.2 µM], 9%[13.5 µM], -4%, -1%, 11%, -6%, -5%[9.22 µM]
37) CCOc1ccccc1N=C1SCCCN1C
    4%, 3.5µM*, 5%, 4%, -12%, 5%, -12%, 4%
38) Cc1ccc(N2C(=O)NC(=O)/C(=C\C=C\c3ccco3)C2=O)cc1
    -8%, 25%, /, /, -19%, -21%, -5%, /
39) CCOc1ccc2nc(N3CCC(C(=O)N4CCC5(CC4)OCCO5)CC3)sc2c1
    -16%, -2%, ?, -6%, 3%, 7%, -5%, /
40) C=CC(C)(C)c1c2c(c(O)c3c(=O)c4ccc(O)c(O)c4oc13)C=CC(C)(C)O2
    1%, -1%, -2%, /, ?, /, 2%, -92%[inhibitor]
41) O=C(CN1CCN(Cc2cccc(Cl)c2)C1=O)N1CCC2(CC1)OCCO2
    -9%, -3%, -2%, 1%, -2%, -5%, -10%, -22%
42) O=c1[nH]c(=S)n(-c2ccc(F)cc2)c(O)c1/C=N/N1CCOCC1
    -5%, 74%[activator], /, /, -15%, 0%, 2%, /
43) COC(=O)c1ccc(N2CCN(C)CC2)c([N+](=O)[O-])c1
    -9%, 4%, -5%, 1%, -3%, 17%, -13%, 19%
44) FC(F)(F)C1=NC(C(F)(F)F)=NP(N2CCOCC2)(N2CCOCC2)=N1
    0%, -1%, 6%, -7%, 9%, -3%, -1%, 11%
45) O=C(O)C12C3CCCC1C32c1ccccc1 (stereo not given)
    2%, 2%, -5%, -2%, 5%, 7%, -6%, 3%
46) OCCOc1ccccc1
    4%, i, ?, /, /, /, -4%, 1%
47) COc1cc2c(cc1OC)[C@]13CCN4CC5=CCOC6CC(=O)N2[C@@H]1[C@@H]6C5C[C@@H]43 (stereo not given in full)
    10%, 5%, -22%, /, 3%, /, 3%, /
48) OC(Cc1ccccc1)(c1ccccc1)C1CN2CCC1CC2 (stereo not given)
    -4%, 6%, 15%, 0%, 4%, 3%, -1%, -6%
49) NC(=O)c1ncn([C@H]2O[C@@H](CO)[C@@H](O)[C@@H]2O)n1
    5%[29.1 µM], 5%[21.6 µM], -5%[20.9 µM], /, 2%[25.5 µM], /, -11%[29.1 µM], 4%[20.6 µM]
50) C[C@@H]1O[C@H](O[C@@H]2CC[C@@]3(C=O)[C@H]4CC[C@@]5(C)[C@@H](C6=CC(=O)OC6)CC[C@@]5(O)[C@@H]4CC[C@]3(O)C2)C[C@H](O)[C@@H]1O
    4%[29.1 µM], 3%[21.6 µM], ?, /, 14%[25.5 µM], /, -4%[29.1 µM], -34%[inhibitor][20.6 µM]
51) COc1cc(-c2ccc(=O)[nH]n2)ccc1OC(F)F
    9%, 9%, -8%, 0%[15.4 µM], -2%, 7%, -1%, -9%
52) C/C(=C\[C@@H](N)C(=O)O)CP(=O)(O)O
    2%, -6%, -5%, /, ?, /, -2%, /
53) CCN1C[C@@]2(C)CC[C@@H](OC)[C@@]34C2C(O)[C@@]2(OCO[C@]25CC(OC)C2C[C@@]3(O)C5C2O)C14 (stereo not given in full)
    1%, -36%, 2%, /, 3%, /, -13%, -4%
54) CC(C)C12CN3CC(C(C)C)(CN(C1)C3c1cccnc1)C2=O (stereo not given)
    3%, 4%, 3%, -10%, 6%, 1%, -5%, 11%
55) CCNC(=O)[C@H]1O[C@@H](n2cnc3c(N)ncnc32)[C@H](O)[C@@H]1O
    3%&-8%&-2%, 7%&5%&13%, 7%&-6%, -5%[15.4 µM], 5%, 2%, 1%&-9%&9%, 6%&12%
56) O=Cc1ccc(Cl)cc1Cl
    13%, 0%, -14%, /, /, /, 10%, -5%
57) CCCCn1c(O)c(C(CC)=NCCN2CCOCC2)c(=O)[nH]c1=O
    -2%, -5%, ?, 5%, -25%, 11%, 8%, 2%

The list is partial. The share of hits here may be higher or lower than overall.
